High-throughput results (PubChem BioAssay)
Cardiac RTF inh: cardiac RTF calcium sensitivity inhibitors, primary screen, biochemical, IANBD-TnC fluorescence, EC70 calcium. Troponin I, cardiac muscle (Homo sapiens) + Troponin T, cardiac muscle (Homo sapiens) + …. IANBD-labeled cardiac RTF, Ca2+ fluorescence. inhibition, % at 7.15 µM. 340,000 compounds, 0.12% hits;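 active = inhibition above the mean inhibition of all tested compounds plus 3 SD, cut at about 17% in these data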;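 also: assay run at fixed EC70 calcium of 1.6 mM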
Keap1-Nrf2 PPI: Keap1-Nrf2 protein-protein interaction inhibitors, primary screen, biochemical, fluorescence polarization, single point; Kelch-like ECH-associated protein 1 (Homo sapiens), Q14145; Keap1 Kelch-Nrf2 peptide fluorescence polarization, 1536-well; inhibition, % at 9.4 µM; 340,000 compounds, 0.15% hits; AID 504523, 2011; in the data active = inhibition above about 12%;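 also: human Keap1 Kelch domain with fluorescein labeled Nrf2 9mer peptide probe; 0% = neutral control wells and 100% = peptide positive control; higher means more block of Keap1 binding to Nrf2 peptide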
RTF Ca sens act: cardiac RTF calcium sensitivity activators, primary screen, biochemical, IANBD-TnC fluorescence, EC20 calcium. IANBD-labeled TnC RTF fluorescence at EC20 calcium; 0% EC20 calcium, 100% full calcium. activation, % at 7.2 µM. 340,000 compounds, 0.24% hits;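 active = activation above the mean over all tested compounds plus 3 SD, cut at about 30% in these data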;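 also: rise in fluorescence read as greater calcium sensitivity of cardiac thin filaments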
LANA DNA inh: inhibitors of KSHV C-LANA binding to DNA, primary screen, biochemical, fluorescence polarization, FAM-LBS DNA, MBP-C-LANA, single point; inhibition, % at 9 µM; 340,000 compounds, 0.078% hits; AID 504423, 2011;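 active = highest replicate inhibition at or above 60% at 9 µM, even if other replicates fall short; inactive = all replicates below 60% inhibition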;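 also: 0% = neutral control wells and 100% = 4 µM acridine orange control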
DSG3 Ab inh: inhibitors of pemphigus antibody binding to DSG3, primary screen, biochemical, bead-based, flow cytometry, scFv-GFP; DSG3-coupled beads, scFv-anti-DSG3-GFP binding; hits give low values; binding (percent of control), % at 10 µM; 310,000 compounds, 0.48% hits; AID 588358, 2011;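 active = binding more than 3 SD below its plate's average and above zero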;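 also: hits lower antibody fragment binding to DSG3; some compounds called inactive have numbers as strong as hits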
Target sequence (P32926 whole entry, looked up, the tested form may be a part): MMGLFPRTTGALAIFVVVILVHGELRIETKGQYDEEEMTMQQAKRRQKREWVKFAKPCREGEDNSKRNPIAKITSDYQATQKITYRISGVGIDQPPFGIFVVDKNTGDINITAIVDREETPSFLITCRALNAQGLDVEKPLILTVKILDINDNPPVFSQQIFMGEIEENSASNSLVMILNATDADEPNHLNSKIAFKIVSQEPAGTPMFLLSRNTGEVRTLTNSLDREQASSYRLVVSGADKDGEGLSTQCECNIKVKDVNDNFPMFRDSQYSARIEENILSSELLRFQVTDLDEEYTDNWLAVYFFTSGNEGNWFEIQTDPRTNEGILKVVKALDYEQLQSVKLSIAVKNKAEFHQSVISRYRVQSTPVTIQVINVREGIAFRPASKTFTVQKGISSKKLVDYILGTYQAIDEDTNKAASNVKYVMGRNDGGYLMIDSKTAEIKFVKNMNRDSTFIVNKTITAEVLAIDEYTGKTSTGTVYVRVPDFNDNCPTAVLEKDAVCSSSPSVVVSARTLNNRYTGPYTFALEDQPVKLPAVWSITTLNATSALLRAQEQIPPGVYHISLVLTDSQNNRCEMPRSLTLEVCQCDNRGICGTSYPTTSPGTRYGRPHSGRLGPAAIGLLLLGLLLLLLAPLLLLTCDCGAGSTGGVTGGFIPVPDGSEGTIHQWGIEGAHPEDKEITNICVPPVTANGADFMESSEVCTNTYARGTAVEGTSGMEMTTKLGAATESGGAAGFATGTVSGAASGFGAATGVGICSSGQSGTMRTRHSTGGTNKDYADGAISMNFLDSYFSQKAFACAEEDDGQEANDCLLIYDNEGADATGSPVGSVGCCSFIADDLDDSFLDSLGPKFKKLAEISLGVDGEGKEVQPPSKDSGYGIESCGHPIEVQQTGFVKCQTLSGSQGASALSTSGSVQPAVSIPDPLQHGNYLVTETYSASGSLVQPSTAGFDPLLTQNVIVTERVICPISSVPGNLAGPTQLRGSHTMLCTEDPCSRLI
MOR-DOR ag: agonists of OPRM1-OPRD1 heterodimerization, primary screen, cell-based, luminescence. activation, % at 9.3 µM. 340,000 compounds, 0.3% hits. cells; in the data active = activation above about 18%;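 also: 0% = vehicle-treated cells and 100% = reference agonist; values of inactives mirror those of a sister screen read the other way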
Arr AP2 block: inhibitors of beta-arrestin/AP2 binding, primary screen, biochemical, GPCR trafficking, flow cytometry; beta-arrestin 1 C-terminal peptide binding to AP2 beta2-adaptin appendage (human); FITC-arrestin peptide / GST-AP2 beads; AP2 beta2 appendage carries R879A mutation; inhibition, % at 10 µM; 340,000 compounds, 0.31% hits;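 active = inhibition above a set limit, near 3 SD of compounds lacking own fluorescence, cut at about 54% in these data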;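 also: plate controls were DMSO wells for no effect and 5 µM unlabelled arrestin peptide for full effect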
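system = GST-tagged AP2 beta2-adaptin appendage (R879A) on 4 µm glutathione beads | reagent = FITC-labelled arrestin peptide probe, 50 nM final | schedule = compound with beads 12 min RT, then probe 1 h RT | signal = HyperCyt-sampled flow cytometry, FL1 channel, ex 488/em 535 nm | read-out = percent response from loss of bead-bound FITC fluorescence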
MOR-DOR inv ag: inverse agonists of MOR-DOR heterodimerization, primary screen, cell-based, luminescence; 340,000 compounds, 0.21% hits; AID 504357, 2011; inhibition, % at 9.3 µM; cell-based MOR-DOR heterodimer luminescence, inverse agonism; in the data active = inhibition above about 22%, passing the limit was not always enough;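 also: 0% = cells with DMSO and 100% = wells without cells with DMSO; values of inactives mirror those of a sister screen read the other way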
V-ATPase pHluor: regulators of yeast V-ATPase proton pumping, primary screen, pHLuorin cytosolic pH fluorescence; S. cerevisiae; 350,000 compounds, 0.37% hits; response, % at 10 µM; in the data active = response mostly above about 7.3%, no sharp cut-off; inactive = mostly below about 5.4%; also: actives read high; inactives centre near 0; some compounds called inactive have numbers as strong as hits; reference of the scale not given here
Wnt bcat act: Wnt/beta-catenin pathway activators, primary screen, cell-based, plate reader, single point | 300,000 compounds, 1.2% hits | activation, % at 9.35 µM | Wnt/beta-catenin reporter cell assay, activator; in the data active = activation above about 30%, passing the limit was not always enough;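 also: 0% = neutral control wells and 100% = positive control wells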
Active calls of the source: *; / = not tested or not shown.

Below each compound – Cardiac RTF inh	Keap1-Nrf2 PPI	RTF Ca sens act	LANA DNA inh	DSG3 Ab inh	MOR-DOR ag	Arr AP2 block	MOR-DOR inv ag	V-ATPase pHluor	Wnt bcat act
[1] CCCOP(=O)(c1ccc(N(C)C)cc1)C(O)c1cc(OC)c(OC)c(OC)c1 (centres undefined)
    3	-1	4	-1.6	94	-2.9	-3	16	0	-5
[2] CC(CNC(=O)CCc1nnc2ccc(N3CCC4(CC3)OCCO4)nn12)c1ccccc1 (centres undefined)
    -9	1	2	-1.6	103	-2.7	-13	14	0	0
[3] CCC(/C=N/NC(=O)C(=O)N/N=C/C(CC)CC)CC
    -5	-1	-1	0.2	104	1.4	5	-10	-4	-2
[4] O=c1cc(NCCc2ccccc2)c2ccccc2o1
    -2	3	4	1.6	115	-0.7	-1	3	-4	29
[5] CN(Cc1ccc2nonc2c1)Cc1nc(Cc2cccc(F)c2)no1
    2	-2	-3	0.2	109	0.4	19	-3	0	/
[6] O=C(COc1cccc(Cl)c1)N/N=C\c1cc2ccccc2nc1Cl
    -35	1	14	-1.0	80	-0.3	-2	2	1	/
[7] CN1CCN(C(=S)c2ccc(-c3cc(Cl)ccc3Cl)o2)CC1
    1	1	0	0.9	/	-1.1	3	6	0	1
[8] O=C(NC(C(=O)N/N=C/c1ccccn1)c1n[nH]c(=O)c2ccccc12)c1ccccc1 (centres undefined)
    -4	0	4	-1.9	95	-2.2	-12	11	-3	3
[9] CCOC(=O)C(=Nc1ccc(Cl)cc1)NO
    -7	3	0	0.8	102	0.5	-24	-3	-1	/
[10] O=C(NCc1ccc2c(c1)OCO2)c1nc(Cn2cc([N+](=O)[O-])cn2)no1
    4	-3	-4	-1.2	95	-1.8	1	12	1	1
[11] Cc1ccccc1CC(=O)Nc1ccc(S(=O)(=O)N2CCN(C)CC2)cc1
    2	-1	-4	0.0	/	-2.5	37	13	-6	-3
[12] O=C1OC(N2C(=O)CC[C@H]2C(=O)Nc2ccc3c(c2)OCO3)c2ccccc21 (some centres undefined)
    -6	4	10	0.1	/	-2.6	3	13	-3	1
[13] O=C(O)C1CN(C(=O)c2cccc(Br)c2)C1
    5	2	1	-1.5	99	0.0	-4	0	1	-2
[14] Clc1ccc(N2CCN(c3nc4nonc4nc3N3CCSCC3)CC2)nc1
    -2	-4	2	-0.8	102	-1.9	-12	10	0	-1
[15] COc1ccc2nc(NC(=O)C(NS(=O)(=O)c3cccc4nsnc34)C(C)C)sc2c1 (centres undefined)
    -7	1	-4	0.3	97	0.5	30	-3	-2	-5
[16] CCSC1=NCCN1S(=O)(=O)c1ccc2ccccc2c1
    -5	0	-1	-1.8	86	-1.1	5	8	0	-2
[17] COc1ccc(CC(=O)NCc2nn(-c3ccccc3)nc2C)cc1OC
    -3	-2	4	-1.8	/	-0.1	10	1	-2	-1
[18] O=C(CN1CCN(S(=O)(=O)c2cccc(F)c2)CC1)Nc1ccnn1C1CCCC1
    0	-5	-1	-0.2	91	-2.2	-9	9	-2	-2
[19] Cc1cc(-c2ccc(S(=O)(=O)N3CCCCC3)s2)on1
    -7	-2	4	-1.6	79	-1.1	-1	5	3	-1
[20] O=[N+]([O-])c1ccc(Sc2nnnn2-c2ccccc2)c(Cl)c1
    -6	0	5	0.5	101	5.2	4	-29	6	/

One compound at a time, from the list above:
`Cc1cc(-c2ccc(S(=O)(=O)N3CCCCC3)s2)on1` reads Cardiac RTF inh = -7; Keap1-Nrf2 PPI = -2; RTF Ca sens act = 4; LANA DNA inh = -1.6; DSG3 Ab inh = 79; MOR-DOR ag = -1.1; Arr AP2 block = -1; MOR-DOR inv ag = 5; V-ATPase pHluor = 3; Wnt bcat act = -1
`O=[N+]([O-])c1ccc(Sc2nnnn2-c2ccccc2)c(Cl)c1` reads Cardiac RTF inh = -6; Keap1-Nrf2 PPI = 0; RTF Ca sens act = 5; LANA DNA inh = 0.5; DSG3 Ab inh = 101; MOR-DOR ag = 5.2; Arr AP2 block = 4; MOR-DOR inv ag = -29; V-ATPase pHluor = 6; Wnt bcat act = /
`O=C(CN1CCN(S(=O)(=O)c2cccc(F)c2)CC1)Nc1ccnn1C1CCCC1` reads Cardiac RTF inh = 0; Keap1-Nrf2 PPI = -5; RTF Ca sens act = -1; LANA DNA inh = -0.2; DSG3 Ab inh = 91; MOR-DOR ag = -2.2; Arr AP2 block = -9; MOR-DOR inv ag = 9; V-ATPase pHluor = -2; Wnt bcat act = -2

Continued:
entry	canonical_smiles	Cardiac RTF inh	Keap1-Nrf2 PPI	RTF Ca sens act	LANA DNA inh	DSG3 Ab inh	MOR-DOR ag	Arr AP2 block	MOR-DOR inv ag	V-ATPase pHluor	Wnt bcat act
21	Cc1ccc(S(=O)(=O)CC(=O)c2cc(C)c(O)c(C)c2)cc1	-5	-5	-5	0.6	92	-1.1	-4	8	-3	-4
22	CCCc1nnc(NC(=O)CCC(=O)NC2CCCCCC2)s1	-5	2	2	-1.0	102	-0.3	12	2	0	-2
23	c1ccc(-c2nn3nnnc3c3ccccc23)cc1	-10	-3	-2	4.4	99	-2.7	3	16	0	/
24	O=C(C[C@H]1C/C=C\CC[C@H](Cc2ccc(F)cc2)C(=O)OC[C@H]2CCCN2C1=O)N[C@@H](CO)Cc1ccccc1	-12	6	11	-1.4	/	-1.7	-9	10	6	-2
25	COc1cc(-c2n[nH]c(=S)n2/N=C/c2cccn2C)cc(OC)c1OC	-2	-4	4	-0.6	/	0.6	12	-3	2	10
26	Cc1c(Cl)cccc1NC(=O)CNC(=O)CCS(=O)(=O)c1ccc(F)cc1	-5	-3	5	1.8	/	-1.8	-14	7	-5	12
27	COC(=O)[C@]1(S(=O)(=O)c2ccccc2)C[C@@H]2ON=C(c3ccc(OC)cc3)[C@@H]2C1	-7	1	7	0.1	100	-1.9	13	10	2	2
28	Cc1c(NC(=S)NC(=O)c2ccc(COc3ccccc3)cc2)cccc1C(=O)O	5	-8	-3	0.5	106	-2.5	2	14	1	4
29	N#C/C(=N\O)c1nc2ccccc2s1	-2	-2	1	0.2	99	-4.0	-2	20	-5	-1
30	O=C(NCCN1CCOCC1)c1ccc(/C=C2\Sc3ccccc3N(Cc3ccc(F)cc3)C2=O)cc1	-6	-6	6	0.7	104	-1.4	-6	8	0	-1
31	CCOC(=O)[C@H]1[C@H]2COc3ccccc3[C@@H]2N2C(=O)c3cc(Cl)ccc3NC(=O)[C@@]12C	-12	-4	13	-1.3	104	0.5	6	-3	-2	-1
32	Cc1cccc(C)c1NC(=O)CNC(=O)COC(=O)c1ccc(Cl)s1	-9	-6	-1	-0.1	/	0.3	3	-1	3	3
33	O=C(Nc1ccc2c(c1)OCCO2)c1ccc(Cl)c(S(=O)(=O)N2CCCCC2)c1	11	-3	-5	3.7	/	2.1	-4	-12	-6	/
34	O=C(COc1ccc([N+](=O)[O-])cc1Cl)N(C1CCCCC1)C1CCS(=O)(=O)C1 (centres undefined)	-5	-3	-3	0.5	103	-0.4	9	3	0	-1
35	COc1cc(NC(=O)c2cc(-c3cccs3)on2)cc(OC)c1OC	-9	-3	2	-1.7	100	-3.7	4	19	-1	/
36	CN1C(=O)N(CC(=O)Nc2ccc(C(F)(F)F)cc2)C(=O)C12CCCCC2	2	2	-9	0.7	104	1.8	-8	-9	6	-4
37	Cc1nc(N/N=C/c2ccccc2)nc(N(C)c2ccccc2)c1[N+](=O)[O-]	-14	3	1	-0.6	/	-0.9	0	6	-1	-3
38	CC(C)[C@H](NC(=O)C1CCN(S(=O)(=O)c2ccccc2)CC1)C(=O)NCc1ccc(F)cc1	-5	3	2	0.9	106	-2.3	4	11	-3	0
39	O=C(NCCc1ccc(Cl)cc1)C1CCN(S(=O)(=O)c2ccc(-n3cnnn3)cc2)CC1	-7	-1	10	-2.0	81	-2.3	-4	13	0	-9
40	O=C(Nc1ccc(Cl)cc1)Nc1ccc(-c2cnco2)cc1	8	-2	-2	1.0	109	-0.7	-13	3	0	7
41	COc1ccc(-c2nn(-c3ccccc3)cc2/C=C(\C#N)C(N)=O)cc1[N+](=O)[O-]	-10	3	5	-2.7	157	-3.5	4	17	-4	0
42	COC1CCCN(Cc2c(C(=O)N3CCN(C4CCCCC4)CC3)nc3ccccn23)C1 (centres undefined)	4	2	2	3.3	116	-2.2	-7	9	4	-1
43	CCOC(=O)C1=C(CSc2nnnn2C)N(C)C(=O)NC1c1ccccc1 (centres undefined)	-13	-1	1	-1.0	125	-2.4	-1	11	8	-1
44	CCCNC(=O)CSCc1nc(-c2ccc(SC)cc2)oc1C	-3	-5	-5	0.3	108	-0.7	-5	5	/	/
